Bioassay records deposited in PubChem BioAssay by Broad Institute.
ERAP1 HTS inh – blocks human ERAP1 aminopeptidase activity; inhibition, % at 10.7 µM; 340,000 tested, 0.15% active; recombinant ERAP1, Leu-AMC fluorescence, 60 min;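 active = mean replicate inhibition of at least 30%, or all replicates individually reaching that 30% level; inactive = mean below 30% and not every replicate reaching it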;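 note: 0% = neutral control wells and 100% = L-leucinethiol positive control wells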
Target sequence (Q9NZ08 whole entry, looked up): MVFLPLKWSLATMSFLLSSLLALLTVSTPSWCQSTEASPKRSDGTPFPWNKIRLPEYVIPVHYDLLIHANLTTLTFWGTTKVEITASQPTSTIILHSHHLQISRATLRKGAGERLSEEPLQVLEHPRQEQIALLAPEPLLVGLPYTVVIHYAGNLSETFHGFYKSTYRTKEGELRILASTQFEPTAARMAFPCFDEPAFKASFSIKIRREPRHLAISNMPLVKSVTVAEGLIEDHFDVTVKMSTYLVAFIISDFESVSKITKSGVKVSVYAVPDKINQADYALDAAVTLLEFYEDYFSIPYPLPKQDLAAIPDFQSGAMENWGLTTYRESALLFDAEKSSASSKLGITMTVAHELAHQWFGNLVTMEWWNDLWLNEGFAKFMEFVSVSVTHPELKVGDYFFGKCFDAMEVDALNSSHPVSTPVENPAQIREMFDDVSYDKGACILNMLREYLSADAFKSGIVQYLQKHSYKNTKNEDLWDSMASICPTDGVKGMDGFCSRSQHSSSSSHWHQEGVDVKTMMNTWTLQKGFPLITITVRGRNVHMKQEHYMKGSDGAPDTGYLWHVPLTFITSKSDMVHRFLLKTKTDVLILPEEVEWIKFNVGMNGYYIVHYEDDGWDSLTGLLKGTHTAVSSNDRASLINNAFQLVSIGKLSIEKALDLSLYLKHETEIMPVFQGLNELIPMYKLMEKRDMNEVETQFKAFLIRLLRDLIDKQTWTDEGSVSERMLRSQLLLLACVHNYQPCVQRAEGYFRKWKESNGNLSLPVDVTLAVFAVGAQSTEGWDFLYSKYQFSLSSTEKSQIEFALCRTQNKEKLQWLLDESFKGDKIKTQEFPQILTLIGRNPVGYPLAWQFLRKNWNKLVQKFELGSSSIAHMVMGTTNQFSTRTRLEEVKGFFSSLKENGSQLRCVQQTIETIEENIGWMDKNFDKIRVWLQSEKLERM
S100A4 MyoIIA – S100A4-myosin IIA interaction inhibition | P26447 | S100A4/TAMRA-MyoIIA peptide fluorescence polarization | inhibition, % at 10.7 µM | 360,000 tested, 0.14% active;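 active = mean inhibition of at least 70% across replicates, with every replicate also reaching that level; inconclusive = mean inhibition reaches 70% but some replicates fall short; inactive = mean inhibition below 70%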
Target sequence (P26447 whole entry, looked up): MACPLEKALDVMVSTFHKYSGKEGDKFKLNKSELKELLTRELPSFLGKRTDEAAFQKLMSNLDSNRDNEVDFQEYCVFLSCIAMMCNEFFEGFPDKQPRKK
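Test system: S100A4 monomer protein. Medium: HEPES buffer with Ca2+, pH 7.2. Reagent: fluorescent myosin IIA peptide, 5 nM. Compound dosing: single-point compound testing. Timing: 5 min between mix addition and reading. Benchmarks: DMSO neutral and TFP positive wells.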
PGC1a acetyl inh – lowers PGC1a acetylation signal in U2OS cells | inhibition, % at 15.6 µM | AlphaScreen anti-acetyl-lysine; with virally co-expressed GCN5 acetyltransferase | 350,000 tested, 0.17% active | AID 651687;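 active = every replicate shows inhibition of at least 40%; inconclusive = mean inhibition at least 40% but some replicate below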;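 note: 0% = neutral control wells and 100% = positive control wells; some results beyond the cut were filed as inactive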
LGR2 inh – blocks bursicon-induced cAMP signaling via Drosophila LGR2. HEK293 LGR2, CRE-luciferase, bursicon-stimulated, 4 h. 380,000 tested, 0.35% active. inhibition, % at 9.99 µM;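 active = drop in luminescence signal, shown as inhibition above about 50% in the replicate tests, limit read from the data, passing the limit was not always enough; inconclusive = probably only some replicates passing the limit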;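 note: agonist challenge used bursicon conditioned medium at about half maximal strength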
Cneo AK release – causes C. neoformans cell lysis; lysis activity, % at 15 µM; adenylate kinase release luminescence, 4 h; normalised: neutral wells 0, clomiphene wells 100; 360,000 tested, 0.2% active;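 active = mean lysis activity across replicates of at least 80%, whatever share of replicates individually reach that level; inactive = mean lysis activity below 80%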
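Schedule: static 4 h at 37 °C with compound, 1 h detection; system: C. neoformans cells; benchmarks: Clomiphene as positive control; buffer or medium: fresh YPD medium; measure: luminescence rise reflecting yeast cell lysis; measured by: luminescent adenylate kinase detection reagent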
Statin myotox sup – protects C2C12 myotubes from simvastatin toxicity | ATP luminescence, 48 h; scaled: DMSO 0, geranylgeraniol control 100 | rescue of ATP level, % at 7.49 µM | 330,000 tested, 0.78% active | AID 602340;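 active = mean ATP rescue above about 67%, or every replicate alone reaching that limit, limit read from the data, passing the limit was not always enough; inconclusive = no clear call, values can overlap the other calls; inactive = mean under the limit and some replicate under it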;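 note: myotubes were challenged with 10 µM simvastatin during compound exposure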
SIRT5 block – sirtuin-5 (human) deacylase inhibition. Purified SirT5, succinyl-peptide AMC, trypsin-coupled fluorescence. 330,000 tested, 1.1% active. inhibition, % at 15 µM. Q9NXA8; in the data active = inhibition above about 15%; inconclusive = no clear call, values can overlap the other calls
Xi reactivation – reactivates the inactive X chromosome in mouse fibroblasts; 360,000 tested, 0.055% active; activation, % at 7.58 µM; XiGFP mouse fibroblasts, % GFP-positive cells imaging, 3 d; cells co-treated with 5-aza-dC sensitizer; scaled so ellipticine positive control = 100%;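 active = mean normalized replicate activation at least 10% and every replicate at or above 10%; inconclusive = only one of the two criteria met; inactive = mean below 10% and not all replicates reach 10%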;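 note: 0% = median of on-plate neutral control wells and 100% = ellipticine 6 µM median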
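material = 68-5-11 XiGFP fibroblast line | medium = DMEM plus 5-aza-dC sensitizer | schedule = 3 days compound exposure | benchmarks = positive control ellipticine, 6 µM final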
* hit, by the source's call; u = inconclusive; x = no result given.

SMILES	ERAP1 HTS inh	S100A4 MyoIIA	PGC1a acetyl inh	LGR2 inh	Cneo AK release	Statin myotox sup	SIRT5 block	Xi reactivation
CCOC(=O)c1ccc2c(c1)n(CC)c(C)[n+]2CC	14	-17	x	-5	x	x	0	-0.1
CC(=O)c1cc(C#N)c(SCC(=O)Nc2nccs2)nc1C	-3	0	-2	-99	-2	-8	-1	0.0
O=C(Nc1nccs1)[C@H]1[C@H](CO)[C@H]2Cn3c(ccc(-c4cccnc4)c3=O)[C@H]2N1CC1CC1	0	-1	x	-1	x	x	-5	0.1
COc1ccccc1NS(=O)(=O)c1cc(N)ccc1N1CCOCC1	-4	-7	-10	0	1	-3	-5	-0.2
C[C@@H]1CN([C@@H](C)CO)C(=O)c2c(c3ccccc3n2C)-c2ccccc2CO[C@@H]1CN(C)C(=O)Nc1cccc(Cl)c1Cl	-8	9	x	20	x	x	13	0.0
O=[N+]([O-])c1cc(S(=O)(=O)N2CCCC2)ccc1OCc1ccccc1	4	-2	-1	3	4	-22	3	0.2
CCN1CCN(CCCNC(=O)CS(=O)(=O)Cc2nc(-c3ccccc3C)oc2C)CC1	-1	-1	-3	16	0	3	-1	0.2
Cc1c(C(=O)NCCn2ccc3ccccc32)cccc1[N+](=O)[O-]	-1	3	x	11	0	-9	5	0.3
Cc1ccc(C(=O)N2C3=C(CCCC3)C(=O)NC23CCCCC3)cc1	-2	-4	-9	-21	x	x	2	0.2
CO[C@H]1CN(C)C(=O)c2cc(NC(=O)C3CCC3)ccc2OC[C@H](C)N(Cc2ccccn2)C[C@H]1C	3	15	-41	8	42	-10	-1	0.4

The list goes on.
SMILES	ERAP1 HTS inh	S100A4 MyoIIA	PGC1a acetyl inh	LGR2 inh	Cneo AK release	Statin myotox sup	SIRT5 block	Xi reactivation
NC(=O)c1nsc(C(=O)N(CC(=O)NC2CCCC2)Cc2ccc3c(c2)OCO3)c1N	2	-3	x	11	x	x	-1	0.0
O=C(CCc1ccccc1)NNC(=O)COc1ccccc1Cl	-2	4	x	4	-1	12	5	0.1
CCC(C)C(=O)Nc1nnc(CCc2ccccc2)s1 (stereo not drawn)	-2	-8	-15	-31	8	2	-3	0.2
Cc1nnc(SC(C)C(=O)Nc2ccc(Cl)cc2Cl)[nH]c1=O (stereo not drawn)	-4	-2	-6	18	-1	-12	-4	0.0
CC(C)Cn1nc(C(=O)OCC(=O)NCC(F)(F)F)c2ccccc2c1=O	3	-2	x	-17	2	4	-4	0.2
COc1ccc(C(=O)Nc2nnc(C3=COCCO3)o2)cc1OC	0	-1	1	13	0	x	1	0.2
C[C@@H]1NC(=O)[C@@]2(C)[C@@H](c3ccccc3)[C@H]3COc4ccccc4[C@@H]3N2C1=O	0	0	x	x	3	12	2	0.3
CCOc1ccc(CCNC(=O)COC(=O)C2CCN(S(=O)(=O)c3ccccc3)CC2)cc1OCC	0	0	4	-4	1	20	2	0.0
COc1ccc(C)c2sc(=NC(=O)c3cccc(N4C(=O)CCC4=O)c3)n(C)c12	0	-3	-12	-70	x	-1	-4	-0.1
CCC(=O)Nc1ccc2c(c1)C(=O)N(C)[C@@H]1CC[C@H](CC(=O)NCCCN(C)C)O[C@@H]1CO2	0	-5	7	-4	2	-9	-4	0.0

The list continues.
SMILES	ERAP1 HTS inh	S100A4 MyoIIA	PGC1a acetyl inh	LGR2 inh	Cneo AK release	Statin myotox sup	SIRT5 block	Xi reactivation
O=C(NN=C1CCCCCC1)c1cccs1	0	-3	8	-9	0	x	-4	0.1
CCOc1ccc(NS(=O)(=O)c2ccc(OCC(=O)NCc3ccncc3)cc2)cc1	-1	2	x	7	-4	x	-3	0.3
C[C@@H]1CN([C@@H](C)CO)C(=O)Cc2cc(NC(=O)Nc3cccc4ccccc34)ccc2O[C@@H]1CN(C)S(=O)(=O)c1cn(C)cn1	-2	13	8	13	-1	16	3	0.1
Cc1ccccc1CC(=O)Nc1ccc(S(=O)(=O)N2CCOCC2)cc1	-2	0	x	-4	1	-5	-2	0.2
O=C(COC(=O)Cc1ccc(F)cc1)NC1CCCCC1	0	-5	-1	10	5	5	1	0.2
CCC(C)c1ccc(S(=O)(=O)Nc2cccnc2)cc1 (stereo not drawn)	0	1	x	-10	x	9	5	-0.1
CC(=NNC(=S)N1CCCCC1)c1cccc(C)n1	3	u	x	3	x	x	1	0.5
COc1ccc(NC(=O)N[C@@H]2CC[C@H](CCNS(=O)(=O)c3cccc(Cl)c3)O[C@@H]2CO)cc1	3	18	0	-5	2	5	5	-0.1
CCOC(=O)c1c(NC(=O)C(C)Sc2nnc(C)c(=O)[nH]2)sc2c1CCCC2 (stereo not drawn)	5	-5	x	-16	-2	6	4	0.1
Cc1cc(C)c(NC(=S)N(CCN2CCCCC2)Cc2ccco2)c(C)c1	-1	-7	-8	0	x	x	-2	-0.1

Continued; the last 2 above are carried over.
SMILES	ERAP1 HTS inh	S100A4 MyoIIA	PGC1a acetyl inh	LGR2 inh	Cneo AK release	Statin myotox sup	SIRT5 block	Xi reactivation
CCOC(=O)c1c(NC(=O)C(C)Sc2nnc(C)c(=O)[nH]2)sc2c1CCCC2 (stereo not drawn)	5	-5	x	-16	-2	6	4	0.1
Cc1cc(C)c(NC(=S)N(CCN2CCCCC2)Cc2ccco2)c(C)c1	-1	-7	-8	0	x	x	-2	-0.1
CN(C[C@H]1N[C@@H](CO)[C@@H]1c1ccc(C2=CCCC2)cc1)C(=O)c1ccncc1	x	x	-19	-11	4	-60	x	-0.1
C[C@@H]1CN([C@H](C)CO)S(=O)(=O)c2ccc(-c3cccc(C(=O)N(C)C)c3)cc2O[C@@H]1CN(C)C(=O)Nc1ccc(F)cc1	-1	-6	3	2	7	12	-2	-0.4
C[C@@H]1CN([C@H](C)CO)C(=O)c2cccc(NC(=O)Nc3cccc4ccccc34)c2O[C@H]1CN(C)S(C)(=O)=O	4	-2	-76	19	-1	-44	-6	0.2
C[C@@H](NC(=O)C1(c2ccccc2)CCN(C(=O)OC(C)(C)C)CC1)C(=O)N[C@@H](Cc1ccccc1)C(=O)O	3	6	3	10	2	-12	0	x
COc1cccc(-c2cccc(NC(=O)C3CCN(CC4CCOC4)CC3)c2)c1 (stereo not drawn)	4	-4	5	30	1	6	-16	0.0
O=C(NCC(=O)N(c1cccc(F)c1)C(C(=O)NC1CCCC1)c1cccnc1)c1cccs1 (stereo not drawn)	0	2	5	-6	x	x	3	0.0
COc1ccc2c3c(n(C)c2c1)[C@@H](CO)N(CC1CCOCC1)CC31CCN(Cc2nccs2)CC1	3	19	x	2	x	x	-2	0.1
COc1ccccc1-n1c(CCC(=O)O)ccc1-c1ccccc1	-1	-8	x	-86	0	-2	-1	0.2
CC1(C)Cc2c(cnn2-c2ccc(F)cc2)C(NC(=O)c2ccoc2)C1 (stereo not drawn)	-3	-3	2	10	-2	-28	-2	0.0
O=C(NCC1CCCCC1)[C@H]1[C@H](CO)[C@H]2Cn3c(cccc3=O)[C@H]2N1C(=O)CC1CC1	-1	7	x	17	-2	-13	-1	0.1

Later entries.
SMILES	ERAP1 HTS inh	S100A4 MyoIIA	PGC1a acetyl inh	LGR2 inh	Cneo AK release	Statin myotox sup	SIRT5 block	Xi reactivation
C[C@@H]1CN([C@@H](C)CO)C(=O)c2cc(NC(=O)c3ccccc3)ccc2O[C@@H](C)CCCCO[C@H]1CN(C)C(=O)c1ccccc1	3	9	4	1	-1	x	9	0.1
CN(C)CC(=O)Nc1ccc2c(c1)[C@@H]1C[C@H](CC(=O)NCc3cccnc3)O[C@H](CO)[C@@H]1O2	-3	-11	6	-2	4	-2	-5	0.1
COc1ccc(NS(=O)(=O)c2ccc(N3CCOCC3)c(NC(=O)/C=C/C(=O)O)c2)cc1	-2	2	x	5	0	6	0	0.0
CC(=O)Nc1ccc(NC(=O)C(C)OC(=O)/C=C/c2cccs2)cc1 (stereo not drawn)	-1	2	4	-1	x	x	x	0.2
CCOC(=O)C1CCN(c2cc(=O)n(-c3ccccc3Cl)c(=O)[nH]2)CC1	x	x	6	10	1	38	x	x
N#Cc1ccc2[nH]c(CO)c(-c3ccccc3)c2c1	4	1	x	14	18	-37	0	0.1
O=C(C[C@H]1CC[C@@H]2[C@H](COC[C@H](O)CN2CCC(F)(F)F)O1)NCc1ccc(Oc2ccccc2)cc1	x	x	-15	7	1	72*	x	0.4
COc1ccc(Oc2ccc(C(F)(F)F)cc2NC(=O)c2ccc(C)cc2)cc1	-3	-7	-28	-1	6	x	-1	-0.1
CNS(=O)(=O)c1ccc(NC(=O)c2cc(-c3ccncc3)nc3ccc(Cl)cc23)cc1	-5	-1	2	-3	2	x	-8	-0.2
COC(=O)CN1C(=S)N(c2ccc(F)cc2)C(=O)C1CC(=O)Nc1ccccc1 (stereo not drawn)	-2	-19	0	18	-3	x	-4	0.0

Next section:
SMILES	ERAP1 HTS inh	S100A4 MyoIIA	PGC1a acetyl inh	LGR2 inh	Cneo AK release	Statin myotox sup	SIRT5 block	Xi reactivation
COc1ccc(CN2CCN(Cc3nc4ccccc4s3)CC2CCO)c(C)c1C (stereo not drawn)	-3	-4	x	-2	x	x	-3	0.0
CC(=O)N(C)C[C@@H]1Oc2cc(C#CC3CCCC3)ccc2S(=O)(=O)N([C@@H](C)CO)C[C@@H]1C	-12	6	-5	-5	0	42	6	0.0
CN(C)CC(=O)Nc1ccc2c(c1)[C@@H]1C[C@@H](CC(=O)N3CCc4ccccc4C3)O[C@H](CO)[C@@H]1O2	1	10	-6	-26	-3	3	1	0.1
Cc1ccc(NCCC(=O)c2cccc([N+](=O)[O-])c2)c(C)c1	x	x	-3	6	-2	53	x	x
O=C(Nc1ccc(F)c(Cl)c1)c1cc(C2CCCN(S(=O)(=O)c3cccs3)C2)on1 (stereo not drawn)	0	-3	7	-22	1	-30	x	0.0
Cc1noc(C)c1NC(=O)N(C)C[C@@H]1Oc2ccc(NC(=O)Cc3ccccc3)cc2CC(=O)N([C@@H](C)CO)C[C@H]1C	x	x	6	-2	-8	-12	-7	-0.3
O=C(C[C@H]1CC[C@@H]2[C@H](COC[C@@H](O)CN2Cc2ccc(C(F)(F)F)cc2)O1)NCCc1ccccc1	1	4	-2	-4	1	9	5	0.0
Cc1cccc(NC(=O)CCC(=O)N2CCOCC2)n1	2	0	-4	0	-2	-5	-2	0.2
C[C@H](CO)N1C[C@H](C)[C@@H](CN(C)Cc2ccc(-c3ccccc3)cc2)Oc2ccc(NC(=O)CCCCCC(=O)Nc3ccccc3N)cc2CC1=O	3	10	14	-36	1	88*	1	0.0
COc1ccc(/C=C(\NC(=O)c2ccc(OCC(C)C)cc2)C(=O)OCc2ccco2)cc1	4	2	x	x	x	x	1	0.0

The listing continues.
SMILES	ERAP1 HTS inh	S100A4 MyoIIA	PGC1a acetyl inh	LGR2 inh	Cneo AK release	Statin myotox sup	SIRT5 block	Xi reactivation
CC1CCN(C(=O)c2ncn3c2c(=O)[nH]c2ccccc23)CC1	11	-2	-8	-14	-6	9	-3	0.0
C[C@H]1CCCCO[C@H](CN(C)C(=O)Nc2cccc3ccccc23)[C@@H](C)CN([C@@H](C)CO)C(=O)c2cc(NS(C)(=O)=O)ccc2O1	-4	2	-11	-12	-2	x	5	0.0
CC(=O)c1ccc(NC(=O)CCCN2C(=O)COc3ccc(C)cc32)cc1	1	-1	-1	-13	0	6	-3	0.6
N#Cc1ccccc1S(=O)(=O)N1CCN(C(=O)Cc2n[nH]c(=O)c3ccccc23)CC1	-1	1	4	-7	2	0	2	-0.1

Not all compounds are listed; rates above refer to the full screens.
